From PubChem BioAssay
H9c2 TAG inh: inhibitors of triacylglycerol accumulation. 0.66% of 230,000 active. inhibition, % at 12.5 µM. H9c2 cells, Nile Red lipid (TAG) fluorescence; cells loaded with 200 µM oleic acid. AID 651582;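 active = pattern-corrected inhibition of lipid staining of at least 50% with the nuclear-stain viability signal not falling by more than 50%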;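 note: 0% = DMSO wells and 100% = triacsin C control wells; some results filed as inactive read as strong as hits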
H9c2 TAG inh DAPI viability: recorded beside H9c2 TAG inh, whose call it bears; DAPI nuclei signal change (viability), lower = more cytotoxic, %;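 whole-well DAPI fluorescence read on a plate reader as a viability signal; minus 50 percent equals half of cells still viable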
Numbers without * were called inactive; i = inactive; & = joins results of further samples.

SMILES	H9c2 TAG inh	H9c2 TAG inh DAPI viability
CN1N=C(C(=O)N2CCCC(N3CCN(c4ccc(F)cc4)CC3)C2)CCC1=O (configuration not stated)	-8	6
CCCc1cc(=O)[nH]c(SCC(=O)N2CCCCCC2)n1	13	4
O=C(c1ccco1)N1CCCN(Cc2nc(Cc3ccccc3)no2)CC1	2	1
CCCC(c1nnnn1Cc1ccco1)N1CCN(c2cc(Cl)ccc2C)CC1 (configuration not stated)	3	-6
O=C1CCCC(O)=C1N=Nc1ccc2c(c1)OCO2	4	-6
C[C@]12CC[C@@H]3c4ccc(OS(=O)(=O)O)cc4CC[C@H]3[C@@H]1CCC2=O	8&-30	-2&1
COc1ccc(C(C)NC(=O)C2CCN(CCOc3ccc(Cl)cc3Cl)CC2)cc1OC (configuration not stated)	-1	1
COC(=O)C1=C(C)N(Cc2ccccc2)C(=NCc2cc(OC)c(OC)c(OC)c2)N[C@H]1c1ccc(Br)cc1	62*	-2.8*
NCCC(=O)NC[C@H]1O[C@@H](n2cnc3c(N)ncnc32)[C@H](O)[C@@H]1O	-8	-7
c1ccc(Cn2nnc3c(NCc4ccc5c(c4)OCO5)nc(C4CC4)nc32)cc1	-46	3
CCC1CCCCN1C(=O)c1cccc(S(=O)(=O)Nc2cc(C(F)(F)F)ccc2Cl)c1 (configuration not stated)	-3	6
O=C(COC(=O)CNC(=O)c1ccc(Cl)cc1Cl)Nc1cccc(S(=O)(=O)N2CCCC2)c1	12	-6

Single records, from the list above. Screens in order: H9c2 TAG inh	H9c2 TAG inh DAPI viability
`O=C(c1ccco1)N1CCCN(Cc2nc(Cc3ccccc3)no2)CC1` is listed with 2	1
`C[C@]12CC[C@@H]3c4ccc(OS(=O)(=O)O)cc4CC[C@H]3[C@@H]1CCC2=O` is listed with 8&-30	-2&1

Next section
SMILES	H9c2 TAG inh	H9c2 TAG inh DAPI viability
O=C(CCCn1c(=S)[nH]c2ccc(Br)cc2c1=O)NCC1CCCO1 (configuration not stated)	5	-1
Cc1ccc(N(Cc2cc3ccc(C)cc3[nH]c2=O)S(C)(=O)=O)c(C)c1	11	-4
COc1ccc(-n2c(Cc3cccn3C)nnc2SCC(=O)Nc2nccs2)cc1	-8	-2
O=S(=O)(CCN1CCN(c2ccccc2O)CC1)c1ccc(Cl)cc1	-2	8
Clc1cccc(CSc2ncnc3c2ncn3C2CCCCO2)c1 (configuration not stated)	4	0
N#C/C(=C\c1ccc(Cl)cc1)c1nc2ncccc2[nH]1	-5	5
O=C(COC(=O)/C=C/c1cccc(Cl)c1)NC(=O)NCc1ccccc1	7	-5
Cc1cccc(NC(=O)c2cccc3c2-c2ccccc2C3=O)n1	-14	-1
CCN(C(=O)CSc1nc(C)nc2sc(C)c(C)c12)C1CCS(=O)(=O)C1 (configuration not stated)	-26	6
COC(=O)C1C2C=CC3(CN(C(C)c4ccc(OC)cc4)C(=O)C13)O2 (configuration not stated)	13	-6
Cc1cc(C)c2cc(C(=O)Nc3ccccc3)[nH]c2c1	-3	6
CCCCCn1c(=O)[nH]c2cc(C(=O)NC3CCN(Cc4ccccc4)CC3)ccc2c1=O	14	-15
N#CCCN(CC(=O)O)S(=O)(=O)c1ccccc1	-12	-2
CCCCN(CC)CCNC(=O)CCC(=O)Nc1ccc2nc(N3CCN(C)CC3)cc(C)c2c1	1	69
Cc1ccccc1-c1cc(C(=O)NCc2ccc(OC(F)(F)F)cc2)nn1CC1CC(c2cccc([N+](=O)[O-])c2)=NO1 (configuration not stated)	-46	-10
O=C(CSCc1nc2c(nnn2Cc2ccc(F)cc2)c(=O)[nH]1)Nc1c(Cl)cc(Cl)cc1Cl	5	3
Cc1ccc2oc(=O)c3cnn(CC(=O)NC4CCC(C)CC4)c3c2c1 (configuration not stated)	-7	7
COC(=O)[C@H](CC(C)C)NC(=O)NCc1ccc(Cl)cc1	2	-1
COCCNC(=S)NNC(=O)c1ccc(-n2cnnn2)cc1	-8	-3
CC(C)COc1ccc(C(=O)N(CC(=O)Nc2ccccc2C(F)(F)F)Cc2ccco2)cc1	6	5
CC(=O)N1CCN(C(=O)C2CCN(S(=O)(=O)c3ccccc3C(F)(F)F)CC2)CC1	8	-2
Cc1ccnc(N2CCC(C(=O)NNC(=O)c3ccncc3)CC2)n1	-2	-12
CCN(CC)CCNC(=O)CCc1n[nH]c(=O)c2ccccc12	-7	3
CCc1ccccc1NC1=NCC(=O)N1Cc1ccc(OC)cc1	4	7

Looked up above:
COC(=O)[C@H](CC(C)C)NC(=O)NCc1ccc(Cl)cc1 in H9c2 TAG inh shows 2
CCCCN(CC)CCNC(=O)CCC(=O)Nc1ccc2nc(N3CCN(C)CC3)cc(C)c2c1 in H9c2 TAG inh DAPI viability shows 69

Later entries:
SMILES	H9c2 TAG inh	H9c2 TAG inh DAPI viability
CC/C(O)=C1\C(=O)CC(c2ccccc2)CC1=NCCc1c(C)[nH]c2ccc(C)cc12 (configuration not stated)	1	-20
COc1ccccc1/C=C/C=N/NC(=O)c1cc(-c2ccc(C)o2)[nH]n1	-6	3
C=C(C)CCC(C)N1CCC(n2nccc2NC(=O)CCOc2ccccc2)CC1 (configuration not stated)	3	-1
Cc1cc(=O)oc2cc(NC(=O)Cc3ccccc3[N+](=O)[O-])ccc12	-5	2
COc1ccc(NC(=O)COc2ccccc2Cc2ccccc2)cn1	-9	0
Cc1ccc(NC(=O)N2CCC(C(=O)NCc3ccc(F)cc3)CC2)cc1	36	6
O=C(O)c1cccc(C(=O)Cc2ccccc2)c1	1	7
COc1ccc(-c2c(-c3ccc(OC)c(F)c3)c3ccccc3n2C)cc1	11	1
CC(C)CN1C(=O)C(=O)N(CC(=O)Nc2cccc(Cl)c2Cl)C1=O	12	-5
COc1ccccc1CNC(=O)C1CC(c2c(Cl)cccc2Cl)=NO1 (configuration not stated)	-1	-1
COc1ccccc1CNC(=O)C1CCCN1S(=O)(=O)c1ccc2c(c1)C(C)(C)C(=O)N2C (configuration not stated)	4	-5
COc1ccc(CN(C)C(=O)c2ccc(OCC(=O)Nc3cccc(C(F)(F)F)c3)c(OC)c2)cc1	-2	2

Compounds listed so far that contain an NH in an aromatic ring:
SMILES	H9c2 TAG inh	H9c2 TAG inh DAPI viability
CCCc1cc(=O)[nH]c(SCC(=O)N2CCCCCC2)n1	13	4
O=C(CCCn1c(=S)[nH]c2ccc(Br)cc2c1=O)NCC1CCCO1 (configuration not stated)	5	-1
Cc1ccc(N(Cc2cc3ccc(C)cc3[nH]c2=O)S(C)(=O)=O)c(C)c1	11	-4
N#C/C(=C\c1ccc(Cl)cc1)c1nc2ncccc2[nH]1	-5	5
Cc1cc(C)c2cc(C(=O)Nc3ccccc3)[nH]c2c1	-3	6
CCCCCn1c(=O)[nH]c2cc(C(=O)NC3CCN(Cc4ccccc4)CC3)ccc2c1=O	14	-15
O=C(CSCc1nc2c(nnn2Cc2ccc(F)cc2)c(=O)[nH]1)Nc1c(Cl)cc(Cl)cc1Cl	5	3
CCN(CC)CCNC(=O)CCc1n[nH]c(=O)c2ccccc12	-7	3
CC/C(O)=C1\C(=O)CC(c2ccccc2)CC1=NCCc1c(C)[nH]c2ccc(C)cc12 (configuration not stated)	1	-20
COc1ccccc1/C=C/C=N/NC(=O)c1cc(-c2ccc(C)o2)[nH]n1	-6	3

Next part.
SMILES	H9c2 TAG inh	H9c2 TAG inh DAPI viability
CCn1c(SCC(=O)Nc2ccc(OC)c(S(=O)(=O)N3CCCCC3)c2)nnc1C1CC1	4	-9
Cc1c(/C=N/NC(=O)c2ccc3c(c2)OCO3)cnn1C	-6	-5
CC(C)Oc1ccccc1/C=N/NC(=O)C1CCCC1	-5	1
CC(=O)c1csc(COc2cc(Cl)cc(Cl)c2)n1	1	2
COc1ccc(CN2CCC(Oc3ccc(C(=O)N4CCCC4)cc3)CC2)c(F)c1	-12	7
O=C1C=C(c2cccc(Br)c2)C[C@@H](c2ccc(F)cc2)C1	-18	7
COc1cc(OC)cc(C(=O)Nc2c(F)cccc2F)c1	1	-5
CCc1c(C(=O)N2CCN(c3ccccc3F)CC2)[nH]c(C)c1C(C)=O	-6	-13
CC12CCC(=O)N1C(C(=O)NNC(=O)c1ccc(Br)cc1)CS2 (configuration not stated)	13	1
CCCN1CCC(=NNc2ccc(S(=O)(=O)N(CC)CC)cc2[N+](=O)[O-])CC1	46	-35
CCN(CC)CCNC(=O)C12CC3CC(CC(C3)C1)C2	7	-1
CCN(CC(=O)Nc1ccc2c(c1)OCO2)Cc1nc2ccccc2c(=O)[nH]1	14	-4
CC(=O)c1ccc(NC(=O)CN2CCC(NC(=O)c3ccccc3C)CC2)cc1	8	-5
Oc1ccc(C=NNc2ccccn2)c(O)c1	53*	-23*
O=C(CSc1nnnn1-c1ccccc1)NCC1(N2CCCCC2)CCCCC1	2	3
Nc1cccc(-c2cccc3nncn23)c1	11	-9
COc1ccc(Sc2cc(C(F)(F)F)nc(-c3ccccn3)n2)cc1	-44	-20
CS(=O)(=O)Nc1ccccc1NS(C)(=O)=O	3	-3
CC(Sc1nc2ncc(Cl)cc2[nH]1)C(=O)NC1(C#N)CCCCC1 (configuration not stated)	12	-2
COc1cccc(C(=O)COC(=O)c2cccs2)c1	5	2
COc1ccc(C(=O)CSc2n[nH]c(N)n2)cc1	-17	2
CC(=O)Nc1ccc(NC(=O)C(C)OC(=O)CNS(=O)(=O)c2ccc(Br)cc2Cl)cc1 (configuration not stated)	9	-2
CCN(CC)c1nc(C=Cc2ccc(N(C)C)cc2)c2nccnc2n1	i	5
CN(C)C(CNC(=O)CSC(=S)N1CCCC1)c1ccccc1 (configuration not stated)	12	2
CC(C)C(O)(CC#CCN1CCCC1)c1ccccc1 (configuration not stated)	13	-4
Cc1ccc(C)c(-c2nnc(NC(=O)CS(=O)(=O)c3ccccc3)o2)c1	-3	10
O=C(Cn1c(=O)oc2cc(S(=O)(=O)NCc3ccccc3)ccc21)NCc1ccco1	6	-1
CC[C@]1(c2ccccc2OC)C(=O)N(C(=O)OC)N1C(=O)OC	-5	11
O=C(Nc1cccc(S(=O)(=O)NCc2ccco2)c1)c1ccc(Cl)cc1	-4	-1
O=C(CCN1C(=O)c2cccc3cccc(c23)C1=O)Nc1ccccc1	-18	13
Cc1ccc(-c2nc3ncccc3o2)cc1NC(=O)c1ccccc1	14	-11
CC(=O)Nc1cccc(-c2ccnc3c2CC(C)(C(=O)Nc2cccc(C(F)(F)F)c2)O3)c1 (configuration not stated)	10	-12
Cc1c(NC(=O)CN2C(=O)C(=O)N(Cc3ccccc3)C2=O)c(=O)n(-c2ccccc2)n1C	0	-3
O=C(N/N=C/c1cc2c(cc1Cl)OCO2)c1cc(-c2ccccc2)n[nH]1	-10	3
CCOC(=O)c1cnc2c(C#N)cnn2c1N	-9	7
CCOC(=O)CSc1nc(C2CC2)cc(-c2ccc(F)cc2)c1C#N	-115	8
CC1CN(C(=O)CCC(=O)NCc2ccccn2)c2ccccc2O1 (configuration not stated)	-4	-4
O=C1N2CCCc3cccc(c32)C12Nc1ccccc1S2 (configuration not stated)	22	-11
COCCCN(C(=O)C1CCCCC1)c1c(N)n(Cc2ccccc2)c(=O)[nH]c1=O	12	-8
O=C(CCC1CCCC1)NCCS(=O)(=O)N1CCN(c2ccccc2F)CC1	3	-2
NS(=O)(=O)c1ccc(CCNC(=O)/C=C/c2cccc([N+](=O)[O-])c2)cc1	-1	-2
CCOC(=O)c1sc(=S)n(C)c1NC(=O)c1cccc(Br)c1	14	-4
CC(C)COc1cccc(C(=O)N2CCN(C(=O)c3ccco3)CC2)c1	-7	-4
COc1ccc(Nc2nc(-c3sc(N)nc3C)cs2)cc1	4	16
CCCCn1c(SCC(=O)OCC)nnc1-c1ccoc1C	-8	11
O=C(Nc1ccccc1-c1ccccc1)c1ccco1	-22	-5
Cc1cc(NC(=O)c2ccc(Br)cc2)nc(C)n1	-6	2
CCC1Nc2ncnc(N3CCCCC3)c2N(Cc2ccc(OC)cc2)C1=O (configuration not stated)	12	6
CCOc1ccc(C(=O)NCC(=O)NCCSc2ccc(Br)cc2)cc1OCC	32	-9
NC(=O)c1ccccc1	12	-3
Cc1onc(-c2ccccc2)c1C(=O)NCc1ccc(F)cc1	-10	-5
O=C(CCc1ccccc1)NCc1cccnc1	-13	-3
COc1cc(NC(=O)COc2ccc(Cl)cc2)ccc1NC(=O)C(C)C	0	10
CN(C(=O)CSc1ccc2c(c1)OCCO2)c1ccccc1	9	4
O=C(Nc1cccc(Cl)c1)C1=CC=CN2CCS(=O)(=O)N=C12	-1	-2
COc1cc2c(cc1OC)C(=O)CCS2	12	3
CCc1ccc(/C=C2\SC(=S)N(CCCC(=O)N3CCCC3)C2=O)cc1	-23	2
Oc1ccc(/C=N/N=C(c2ccccc2)c2ccccc2)c(O)c1O	19	-11
CC(C)c1ccc(NC(=O)C(c2ccc3c(c2)OCO3)N2CCCCC2)cc1 (configuration not stated)	-5	11
Cc1ccc(NC2=NCCCCC2)cc1C	13	6
Next records
SMILES	H9c2 TAG inh	H9c2 TAG inh DAPI viability
CCOC(=O)C1CCN(S(=O)(=O)c2ccc3[nH]c(=O)oc3c2)CC1	-9	14
Cc1ccc(NC(=O)C(C)OC(=O)Cn2cnc3ccccc3c2=O)cc1 (configuration not stated)	20	-4
O=C(Nc1ccc2c(c1)OCCO2)C1CCN(S(=O)(=O)c2ccc(Br)s2)CC1	5	8
Cc1nonc1C(=O)N1CCCC(N2CCN(c3ccc(F)cc3)CC2)C1 (configuration not stated)	8	5
C=CCN1CCN(C(CCC)c2nnnn2Cc2ccco2)CC1 (configuration not stated)	3	2
CCN1CCCC1CNC(=O)C(=O)NCc1ccccc1 (configuration not stated)	-7	-7
CCOC(=O)C1=C(C)NC(=O)CC1c1ccccc1 (configuration not stated)	5	4
CCc1ccccc1N1CN(Cc2ccco2)CNC1=S	-6	0
CSc1nnc2c3ccccc3c3ccccc3c2n1	2	-4
COc1cccc(NC2SC(=O)N(c3ccccc3)C2=O)c1 (configuration not stated)	7	-8
Cc1cccc(C)c1OCC(=O)NNC(=O)CNC(=O)c1ccc(OC(F)F)cc1	15	6
Cc1nn(C)cc1NC(=O)CCSc1nc(-c2ccco2)cc(C(F)(F)F)n1	-15	7
Cc1cc(NC(=O)CCC(=O)N(c2ccccc2)C(C(=O)NC2CCCC2)c2ccncc2)no1 (configuration not stated)	13	-10

This is a subset; rates above refer to the full screens.
